# West Nile antiviral: inhibition of WNV-induced cytopathic effect – cell-based, CPE readout (AID 1621). West Nile virus-infected cells, CPE inhibition; higher % means a stronger effect. hit rate 0.02% among 290,000. CPE inhibition, % at 10 µM; hits with a dose series show IC50 in µM; in the data active = a potency from the dose series; also: strong numbers were not always called active
# T cell HTS: T cell immune modulation candidate | 2C CD8+ T cell-vesicle binding, flow cytometry; stronger effect = lower value | calls only at 7 µM | hit rate 0.068% among 330,000;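 active = response, share of CD8 T cells binding vesicles, and their 90th percentile fluorescence all below set limits, cut at about 80% in these data, passing the limit was not always enough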
#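 Incubation: binding step 1.5 h, 37 °C, antibody labelling 20 min, ice; system: murine 2C transgenic CD8+ T lymphocytes; technique: cytometric PE anti-B7-1 and Alexa647 anti-CD8 signals after 1% paraformaldehyde fixation; also added: QL9-charged Drosophila Ld/ICAM-1/B7-1 vesicles; control set: naked versus QL9-loaded vesicles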
# WT yeast gro inh: growth inhibition of WT yeast, mitochondrial fusion screen; mitochondrial fusion phenotypic screen, WT strain; AID 1362; inhibition, % at 10 µM; hit rate 2.1% among 190,000; in the data active = inhibition above about 58%; tested in S. cerevisiae
# Myeloid diff 2: compounds promoting myeloid differentiation; ER-HoxA9 myeloid progenitors, lysozyme-GFP differentiation, flow cytometry; calls only at 10 µM; hit rate 1% among 360,000; AID 624256;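 active = normalized GFP-positive differentiation at or above the plate's own cutoff, the solvent-only control mean plus 3 SD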;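 also: cells exposed to compound for four days before flow analysis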
# Autophagy mod: modulators of autophagy | MEF GFP-LC3 puncta imaging; test concentration mostly 10 µM | calls only at 10 µM (by protocol) | hit rate 0.98% among 190,000;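 active = percentage of spot-positive cells more than 3 SD above its plate mean, without a fluorescence outlier flag or 80% toxicity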;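 also: spot-positive cell cutoff set from DMSO-treated cells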
# MT stabilize HCS: microtubule stabilizers in HeLa cells | HeLa tubulin immunostaining HCS, 24 h; share of cells brighter than vehicle mean+2SD | % tubulin-high responders, % at 10 µM | hit rate 0.83% among 200,000 | AID 2205;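 active = plate Z-score above 3 for both tubulin-high and condensed-nucleus cell shares, with cell loss under 80%, at 10 µM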;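 also: anti alpha tubulin signal scored within the nucleus-defined area of each cell; some results filed as inactive read as strong as hits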
# bCat nuc transl: modulators of beta-catenin nuclear translocation; HeLa beta-catenin nuclear translocation, immunofluorescence imaging; nuclear translocation activity, % at 5 µM; hit rate 0.3% among 190,000; AID 1665;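 active = nuclear translocation activity above 50% at 5 µM, with a well cell count of 50 or more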;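 also: per-cell ratio of nuclear to cytoplasmic median beta-catenin stain intensity; plate controls were DMSO negative control for no effect and GSK-3 inhibitor IX positive control for full effect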
#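 System: HeLa cells, endogenous beta-catenin; compound dosing: 5 µM primary single dose, 0.1% DMSO, 0.02–20 µM confirmation series; incubation: 24 h compound exposure at 37°C, 5% CO2; signal: beta-catenin immunofluorescence imaging with DAPI; evaluation: % activation, nuclear-to-cytoplasmic median beta-catenin signal ratio per cell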
# Hep lipid drop: modulators of hepatic lipid droplet formation | AML12 mouse hepatocytes, oleate lipid droplets, BODIPY imaging | hit rate 0.4% among 240,000 | inhibition, % at 6.5 µM;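 active = lipid droplet intensity inhibited by at least 50%, with more than 500 cells counted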
#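 Assay system: AML12 hepatocytes (mouse) / Also added: 100 µM oleic acid challenge / Times: overnight treatment with compound plus oleate / Detection: high-content imaging of BODIPY-stained droplets and DAPI nuclei / Evaluation: % inhibition of lipid droplet signal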
# Ins promoter up: MIN6 insulin promoter up-regulation. MIN6 insulin promoter-GFP reporter, high-content imaging; stronger effect = higher value. z-score at 5 µM. hit rate 0.3% among 190,000;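 active = z-score above 3 at 5 µM with at least 500 cells counted in the well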
# WT yeast gro inh mutant strain: further read-out of WT yeast gro inh, marked with its call; inhibition, %; mitochondrial fusion phenotypic screen, mutant strain inhibition
# Ins promoter up cell count: second read-out of Ins promoter up, no call of its own (marks repeat the call); cell count; measured here: cytotoxicity, nuclei count;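 total cells summed across four imaged fields per well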
# Hep lipid drop cells 6.5 µM: second read-out of Hep lipid drop, no call of its own (marks repeat the call); cell count; measured here: cell count, cytotoxicity flag;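 cells counted across two imaged fields per well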
# bCat nuc transl cell count 5 µM: also measured in bCat nuc transl; calls as there; cell count; measured here: cell count, cytotoxicity flag
# T cell HTS vesicle-bound %: second read-out of T cell HTS, no call of its own (marks repeat the call); double positive events, %; measured here: CD8+ vesicle-bound cell fraction;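 binding gate set so that unloaded-vesicle control wells show 10% double positive cells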
# MT stabilize HCS Hoechst-high %: further read-out of MT stabilize HCS, marked with its call; % Hoechst-high responders; measured here: nuclear condensation Hoechst responders;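 share of cells brighter than vehicle mean plus two SD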
# MT stabilize HCS cytotoxicity %: also measured in MT stabilize HCS; calls as there; toxicity, %; measured here: cytotoxicity by cell density;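 0% = mean cell density of plate MIN control wells and 100% = no cells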
# Autophagy mod cell loss 18 h: also measured in Autophagy mod; calls as there; toxicity, %; measured here: cell loss, nuclei count;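 cell loss after 18 h compound exposure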
# Myeloid diff 2 GFP+ MAC1+ %: further read-out of Myeloid diff 2, marked with its call; GFP+ MAC1+ double positive, %; measured here: differentiation confirmed by MAC1 staining
# Starred values were filed as active, the others as inactive; i = inactive; . = no result given; + = active, no number. Rows were taken by chance. Share with any hit: about 3.9%.
SMILES,West Nile antiviral,T cell HTS,T cell HTS vesicle-bound %,WT yeast gro inh,WT yeast gro inh mutant strain,Myeloid diff 2,Myeloid diff 2 GFP+ MAC1+ %,Autophagy mod,Autophagy mod cell loss 18 h,MT stabilize HCS,MT stabilize HCS Hoechst-high %,MT stabilize HCS cytotoxicity %,bCat nuc transl,bCat nuc transl cell count 5 µM,Hep lipid drop,Hep lipid drop cells 6.5 µM,Ins promoter up,Ins promoter up cell count
O=C(c1ccc(NS(=O)(=O)c2cccs2)cc1)N1CCOCC1,-0.4%,i,26.0,.,.,i,1.6,.,.,.,.,.,.,.,14.0,636,.,.
Cc1nnc2ccc(N3CCC4(CC3)OCCO4)nn12,0.2%,i,49.3,-3.7,15.2,i,2.4,i,-3.7,5.3,2.5,3.1,0.0,1017,-2.9,704,0.45,1737
O=C(Nc1ccccc1)c1ccc(NCCN2CCOCC2)c(S(=O)(=O)N2CCOCC2)c1,0.2%,i,42.6,-1.3,11.7,i,1.3,i,-7.9,3.0,1.3,5.3,.,.,1.1,742,-2.88,1219
COc1ccc(NC(=O)c2ccc3c(c2)OCO3)cc1,-0.1%,i,68.4,.,.,i,0.3,.,.,.,.,.,.,.,-0.8,854,.,.
CCOc1cc2[nH]c(=O)n(CCCN3CCN(c4ccc(OC)cc4)CC3)c(=O)c2cc1OCC,-1.0%,i,28.9,-2.9,-9.5,i,0.5,i,15.4,3.3,3.3,4.6,0.4,1092,9.6,701,-0.37,1393
CCN(CC)c1ccc(-c2c(C#N)c(N)nc(OC)c2C#N)cc1,1.0%,i,35.7,16.5,2.0,i,2.0,i,-1.5,3.1,1.7,4.1,.,.,-1.3,708,0.49,1221
O=C(CSc1nnc(-c2cccnc2)s1)Nc1ccc(C(=O)O)cc1,0.0%,i,42.7,-20.0,-0.6,i,0.2,i,4.7,4.4,2.3,3.7,-3.4,1122,-7.0,537,0.65,1451
CCOC(=O)C1=C(C)NC(C)=C(C(=O)OCC)C1c1cccs1,0.0%,i,20.4,2.3,-0.5,i,0.5,i,5.7,2.1,2.5,7.0,-0.8,1109,-20.5,621,.,.
CCOC(=O)C1=C(C)C(c2ccccc2OC)NC(=S)N1 (stereo not drawn),0.5%,i,23.4,10.7,11.2,i,0.3,i,23.3,2.5,2.4,6.3,0.8,1329,.,.,1.04,1528
N#CC(=C=[N-])C1=C(C#N)C(c2ccccc2F)C([n+]2ccccc2)C(O)(C2CC2)N1 (stereo not drawn),0.3%,i,36.4,-9.4,-95.3,i,4.5,i,-11.7,3.6,1.4,7.9,3.7,1029,5.6,778,.,.
Cc1cccc(NC(=O)Cc2noc3ccccc23)c1,-0.3%,i,21.3,-14.2,6.4,i,0.9,i,16.4,2.8,2.0,4.5,-5.5,455,-14.5,626,.,.
Cc1cccc(C)c1NC(=O)CSc1nnc(C2CCCCC2)o1,-0.7%,i,46.5,.,.,i,0.5,.,.,.,.,.,.,.,9.0,741,.,.
CN1CC(=O)Nc2ccc(Br)cc2C1=O,0.3%,i,15.5,.,.,i,0.9,.,.,.,.,.,.,.,-16.6,803,.,.
Cc1ccc(S(=O)(=O)NNC(=O)c2sccc2-n2cccc2)cc1,0.1%,i,6.2,-4.5,-9.8,i,1.3,i,3.1,1.6,2.0,11.4,.,.,.,.,.,.
Cc1cc(C(C)(C)C)cc(C)c1C[n+]1ccc2ccccc2c1,2.4%,i,32.2,.,.,+,26.6*,.,.,.,.,.,.,.,-91.5,733,.,.
O=C(COc1ccc2ccc(=O)oc2c1)NC1CCN(Cc2ccccc2)CC1,-0.6%,i,33.9,.,.,i,1.6,.,.,.,.,.,.,.,10.5,732,.,.
N#Cc1cc(C#N)c(N2CCN(c3cccc(Cl)n3)CC2)nc1N,0.3%,i,9.0,15.4,1.9,i,3.1,i,7.0,3.5,4.1,5.0,.,.,.,.,.,.
O=C(C1CC1)N1CCc2sccc2C1c1ccc(Cl)cc1 (stereo not drawn),-0.7%,i,14.5,.,.,i,0.6,.,.,.,.,.,0.1,1287,1.4,738,.,.
O=C(CCCn1c(=O)[nH]c2ccsc2c1=O)N1CCN(Cc2ccc3c(c2)OCO3)CC1,0.0%,i,31.3,5.5,2.7,i,0.7,i,-2.6,4.3,2.5,4.2,-2.3,1142,2.2,748,.,.
CC(C)Cc1nn2c(N)c(/C=C3\C=Nc4ccccc43)c(=O)nc2s1,0.1%,i,2.3,9.8,-26.8,i,0.2,i,-13.1,3.9,2.4,7.5,-8.2,1155,11.6,677,-0.1,1203
CC1CN(c2cnn(C(C)C)c(=O)c2Cl)CC(C)O1 (stereo not drawn),-0.1%,i,33.6,.,.,i,0.4,.,.,.,.,.,.,.,-20.4,829,.,.
Cc1cc(NC(=O)CSc2nc3ccccc3[nH]2)no1,-0.1%,i,28.4,-0.5,13.6,i,0.6,i,-4.8,3.3,2.6,4.8,1.2,1040,-4.6,671,0.15,1557
Cc1cc(O)c(C2(O)C(=O)Nc3cc(Br)ccc32)cc1C (stereo not drawn),-0.6%,i,32.0,.,.,i,0.8,.,.,.,.,.,.,.,-0.4,766,.,.
COc1ccc(Cl)cc1N1C(=O)CC(N2CCc3ccccc32)C1=O (stereo not drawn),0.4%,i,48.4,16.8,12.3,i,0.2,i,13.2,0.9,1.5,6.9,.,.,-1.6,772,-0.02,897
Cc1cc(C)c2nc(N3CCC(C(=O)N4CCCC4)CC3)sc2c1,0.0%,i,6.5,25.8,27.9,i,1.4,i,-0.2,1.7,3.1,11.6,-1.3,922,.,.,-0.91,1281

# As entered above.
# CCOc1cc2[nH]c(=O)n(CCCN3CCN(c4ccc(OC)cc4)CC3)c(=O)c2cc1OCC in MT stabilize HCS cytotoxicity % → 4.6
# O=C(Nc1ccccc1)c1ccc(NCCN2CCOCC2)c(S(=O)(=O)N2CCOCC2)c1 in Ins promoter up → -2.88

# Remaining list, next part
SMILES,West Nile antiviral,T cell HTS,T cell HTS vesicle-bound %,WT yeast gro inh,WT yeast gro inh mutant strain,Myeloid diff 2,Myeloid diff 2 GFP+ MAC1+ %,Autophagy mod,Autophagy mod cell loss 18 h,MT stabilize HCS,MT stabilize HCS Hoechst-high %,MT stabilize HCS cytotoxicity %,bCat nuc transl,bCat nuc transl cell count 5 µM,Hep lipid drop,Hep lipid drop cells 6.5 µM,Ins promoter up,Ins promoter up cell count
CN(C)CCNS(=O)(=O)c1ccc(N2CCN(c3ccc(F)cc3)CC2)c([N+](=O)[O-])c1,20µM*,i,42.0,26.7,16.1,i,0.3,i,-4.1,3.0,2.3,6.3,4.2,1086,-19.5,503,-0.22,1089
Cc1cccc(NC(=S)NC2CCCC2)c1,-0.3%,i,44.2,-11.1,3.3,i,0.3,i,1.1,1.7,2.5,13.0,-1.8,960,28.1,663,-0.29,1208
COc1ccc(N(CC(=O)NCc2cccs2)S(=O)(=O)c2c(C)n[nH]c2C)cc1,-0.4%,i,46.1,8.5,-4.2,i,3.8,i,-0.8,2.7,1.8,13.5,-2.8,1018,.,.,0.79,1333
Cc1ccc2cc(/C=C(\C#N)C(N)=O)c(N3CCCCC3)nc2c1,-1.0%,i,26.0,-11.2,-43.2,i,0.4,i,-15.8,2.3,2.7,3.0,.,.,-28.5,682,-0.84,1400
CCOC(=O)N1CCN(C(=O)C2CCCN(S(=O)(=O)c3cc(C)ccc3OC)C2)CC1 (stereo not drawn),0.0%,i,28.2,4.3,-1.8,i,1.3,i,2.8,1.6,0.7,32.0,0.8,1102,-18.2,694,0.52,1230
CC1(C)Cc2c(cnn2-c2ccc(F)cc2)C(NC(=O)c2cnccn2)C1 (stereo not drawn),-1.1%,i,43.7,.,.,i,2.6,.,.,.,.,.,.,.,-11.6,628,.,.
Cc1ccc2c(c1)sc1nc(=O)n(-c3ccc(Cl)cc3)c(=O)n12,0.6%,i,29.2,6.1,-20.0,i,0.5,i,-20.0,2.5,2.7,4.1,-2.6,882,.,.,0.44,1489
Cc1ccc(C(C(=O)NC2CCCCC2)N2CCOCC2)cc1 (stereo not drawn),-0.1%,i,32.9,-0.1,5.4,i,0.5,i,0.9,1.2,1.0,8.6,-1.1,1143,1.3,785,1.12,887
CCCCN(C(=O)CSc1nnc(-c2ccccc2)n1C)c1c(N)n(Cc2ccccc2)c(=O)[nH]c1=O,0.1%,i,34.6,-13.6,8.5,i,1.1,i,10.4,6.5,3.5,8.0,-1.2,1261,-4.2,559,-0.07,1584
CCOC(=O)c1c(C)nc2ccc(C)cn12,-0.3%,i,19.9,-16.8,-9.6,i,0.7,i,-5.1,2.1,1.5,7.3,-3.1,1204,10.8,794,-0.28,983
CCO[C@H]1OC(C(=O)NCc2ccccc2)=C[C@@H](c2cn(C(C)=O)c3ccccc23)[C@@H]1CCCO,0.6%,i,22.9,2.8,0.1,i,3.0,i,-17.5,4.7,1.6,4.9,-2.8,1144,10.2,748,0.13,1385
Cc1cc(C)cc(NC(=S)Nc2ccc(Cl)c(Cl)c2)c1,0.2%,i,36.3,65.1,69.8,i,0.6,i,25.7,3.7,0.7,13.8,-2.1,1135,-23.2,660,-1.09,1452
CCN1CCN(CC(=O)Nc2nc3ccccc3s2)CC1,0.4%,i,28.2,.,.,i,0.5,.,.,.,.,.,.,.,10.2,777,.,.
COc1ccc(O)c(C(=O)c2cnc3onc(C)c3c2)c1,-0.4%,i,59.4,18.1,10.8,i,1.1,i,37.6,2.8,2.0,9.0,0.7,1417,.,.,-0.04,1237
CCOC(=O)C1CCN(CC(=O)Nc2c(C(=O)OC)[nH]c3cccc(C)c23)CC1,0.2%,i,35.6,-5.5,-3.1,i,0.7,i,-7.4,2.0,1.5,9.5,1.1,1191,.,.,0.27,985
COC(=O)Nc1ccc(C)c(NC(=O)OC)c1,0.9%,i,46.3,9.6,3.3,i,1.8,i,19.4,4.0,1.0,1.5,0.7,1416,.,.,-0.26,1463

# Bioassay records deposited in PubChem by several laboratories.
